Bioassay records deposited in PubChem by several laboratories.
GALR2 antag: GALR2 (human) receptor antagonism; O43603; GALR2-expressing cells, antagonist mode; inhibition, % at 4 µM; 0.39% of 140,000 active; AID 828; in the data active = inhibition above about 27%;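 also: cells stimulated with galanin 1-16 at roughly its EC80; 0% = agonist challenge control and 100% = basal control without agonist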
Target sequence (O43603 whole entry, looked up): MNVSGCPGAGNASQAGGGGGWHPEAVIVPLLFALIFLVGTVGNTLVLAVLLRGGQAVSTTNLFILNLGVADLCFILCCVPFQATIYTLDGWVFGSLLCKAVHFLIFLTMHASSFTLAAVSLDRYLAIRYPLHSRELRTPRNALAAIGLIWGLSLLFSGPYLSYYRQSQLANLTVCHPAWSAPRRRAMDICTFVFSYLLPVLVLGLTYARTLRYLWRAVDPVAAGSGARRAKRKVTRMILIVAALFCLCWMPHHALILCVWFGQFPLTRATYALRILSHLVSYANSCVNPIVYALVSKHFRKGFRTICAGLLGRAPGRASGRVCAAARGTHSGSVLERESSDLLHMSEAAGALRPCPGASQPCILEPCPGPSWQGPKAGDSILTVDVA
bCat KO growth: beta-catenin-lacking colon tumor cell growth suppression. viability, % at 10 µM. HCT116 beta-catenin knockout viability, CellTiter-Glo, 60 h; hits give low values. 1.5% of 140,000 active;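 active = viability at or under a set limit, the compound median less 4 SD, cut at about 6% in these data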;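 also: 0% = Hyamine 1622 control at 20 µM and 100% = untreated cell control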
Phagocyt inh: macrophage phagocytosis inhibition. J774A.1 macrophage IgG-bead phagocytosis, imaging. inhibition, % at 5 µM. 0.07% of 110,000 active. AID 1029;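 active = inhibition above the mean of the plate negative controls plus 5 SD, cut at about 13% in these data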;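 also: phagocytic index as fraction of beads internalized from green versus red external bead signal; plate controls were DMSO negative control for no effect and cytochalasin-D positive control for full effect; some results beyond the cut were filed as inactive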
BB579 growth dn: chemicals that inhibit yeast BB579 growth in restrictive medium (lifespan-shortening candidates). 0.51% of 140,000 active. inhibition, % at 10 µM. S. cerevisiae BB579 growth, OD615, 48 h;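 active = inhibition above a set limit, 3 SD over the mean compound inhibition, cut at about 44% in these data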; also: inactives centre near -24
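Assay system: S. cerevisiae DeaD strain BB579 yeast. Medium: CSMM-D restrictive synthetic medium containing dextrose (glucose). Times: 4 h cell preincubation, 48 h compound exposure, 30 °C humidified. Signal: OD615 turbidity measurement. Benchmarks: positive control amphotericin B 10 µg/mL.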
NPY-Y2 antag: NPY-Y2 (human) receptor antagonism; P49146; NPY-Y2 expressing cells, antagonist mode; inhibition, % at 2.7 µM; 0.99% of 140,000 active; AID 793; in the data active = inhibition above about 17%;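 also: 0% = vehicle with agonist challenge and 100% = reference antagonist with challenge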
Target sequence (P49146 whole entry, looked up): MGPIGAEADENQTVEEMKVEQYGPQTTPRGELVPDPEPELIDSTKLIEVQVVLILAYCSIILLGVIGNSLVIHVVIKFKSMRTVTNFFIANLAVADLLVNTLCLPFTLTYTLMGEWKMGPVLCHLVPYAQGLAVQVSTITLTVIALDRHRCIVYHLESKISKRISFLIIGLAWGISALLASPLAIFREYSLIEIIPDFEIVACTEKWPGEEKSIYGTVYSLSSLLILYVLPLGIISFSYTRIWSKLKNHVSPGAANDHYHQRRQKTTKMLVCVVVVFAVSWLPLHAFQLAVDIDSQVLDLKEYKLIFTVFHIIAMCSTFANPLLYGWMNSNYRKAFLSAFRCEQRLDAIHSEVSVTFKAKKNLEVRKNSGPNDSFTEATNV
Yeast lifespan up: extends the lifespan of yeast. 0.68% of 130,000 active. inhibition of the nicotinamide effect, % at 10 µM. S. cerevisiae growth with nicotinamide, OD615; deaD strain in restrictive glucose medium;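 active = inhibition above a set limit, placed 3 SD over the median of all compounds, cut at about 26% in these data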;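 also: 0% = nicotinamide-treated wells and 100% = cells grown without nicotinamide; some compounds called inactive have numbers as strong as hits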
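Assay system: engineered S. cerevisiae DeaD replicative-lifespan strain, galactose-grown log-phase cells; Buffer or medium: CSMM-D glucose medium, restrictive; Probe or stimulus: nicotinamide 1.5 mM; Compound: single dose 10 µM compound, 0.25% DMSO; Schedule: 4 h preincubation then 48 h treatment at 30 °C; Technique: OD615 measurement.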
Measles CPE: protection of cells from measles virus | Measles virus-infected cells, CPE protection, absorbance | protection (pct of control), % at 4 µM | 1.5% of 140,000 active; in the data active = protection mostly above about 24%, no sharp cut-off; inactive = mostly below about 26%; also: some compounds called inactive have numbers as strong as hits
E-sel TNF inh: blocks E-selectin expression induced by TNF alpha; HUVEC TNFa-induced E-selectin immunofluorescence, high content; 0.71% of 120,000 active; inhibition, % at 2 µM;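 active = inhibition above the batch mean plus 3 SD, and confirmed as a hit on visual image review, cut at about 43% in these data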;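 also: 0% = TNF-stimulated DMSO wells and 100% = unstimulated control wells; not every result past the cut was called active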
MRP1 act: activates MRP-1 | H69AR cells + doxorubicin, viability rescue, CellTiter-Glo | viability increase, % at 10 µM | 0.61% of 140,000 active | AID 799;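 active = viability gain under doxorubicin at or above a set limit, the compound median plus 3 SD, cut at about 4.7% in these data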;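 also: MRP-1 overexpressing cells given doxorubicin 25 µM after compound pretreatment; 18-22 h compound pretreatment then 72 h with doxorubicin before readout; 0% = doxorubicin-only wells and 100% = vehicle-treated cells without doxorubicin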
PTEN del growth: growth suppressors of cells with PTEN tumor suppressor deletion; HCT116 PTEN-null viability, CellTiter-Glo, 60 h; hits give low values; viability, % at 10 µM; 1.2% of 140,000 active; AID 827;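 active = viability at or below a set limit, 4 SD under the median of all tested compounds, cut at about 3.7% in these data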;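 also: PTEN knockout HCT116 line with beta catenin targeted HCT116 as companion control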
* = called active by the depositor; nt = no result given.

SMILES | GALR2 antag | bCat KO growth | Phagocyt inh | BB579 growth dn | NPY-Y2 antag | Yeast lifespan up | Measles CPE | E-sel TNF inh | MRP1 act | PTEN del growth
O=c1[nH]c(/C(=N\O)c2ccccc2)no1 | 14 | 86 | -4 | -4 | 0 | 3 | 12 | -29 | -0.8 | 84
COc1cc(C(=O)NCC(c2cccnc2)N2CCN(c3ccccc3)CC2)cc(OC)c1OC (centres undefined) | 1 | 92 | -2 | -20 | -2 | -10 | 14 | nt | -3.8 | 81
CC1=N/C(=C\c2ccc(OC(C)C)cc2)C(=O)N1c1ccc(C(=O)O)cc1 | -6 | 91 | -5 | -20 | 2 | 3 | 18 | nt | -0.1 | 99
N#Cc1ccc(CSc2nnc(NC(=O)C3CC(=O)N(c4ccc5c(c4)OCCO5)C3)s2)cc1 (centres undefined) | 1 | 77 | -8 | -73 | 6 | 1 | 12 | -5 | -2.2 | 82
CCc1cccc(OCCCCN(CC)CC)c1 | -7 | 85 | -2 | -20 | 2 | -2 | 48 | 3 | -1.9 | 82
CN(C)S(=O)(=O)Oc1cccc(C(=O)Nc2ccccc2Cl)c1 | 8 | 78 | -1 | -21 | 2 | -35 | 22 | -66 | 0.2 | 99
COc1ccc(S(=O)(=O)Nc2ccc3c(c2)OCO3)cc1 | 0 | 98 | 0 | -58 | 0 | 6 | 9 | -59 | -0.5 | 95
COc1ccc(-c2nn(C)c(=O)c3ccccc23)cc1NC(=O)Cn1nc(-c2ccccc2)c2ccccc2c1=O | 5 | 73 | nt | -20 | -1 | -13 | 28 | -3 | -2.4 | 68
Cn1ncc([N+](=O)[O-])c1C(=O)Nc1ccc(-c2nc3ccccc3[nH]2)cc1 | 12 | 97 | -1 | 22 | 2 | -1 | 7 | -28 | -3.7 | 90
COc1cccc(C(=O)N(CN2CCCC2=O)c2cc(C)on2)c1 | 6 | 99 | nt | 1 | -2 | -4 | 6 | nt | -1.7 | 104
O=C(CSc1ncn[nH]1)c1ccco1 | -2 | 92 | nt | -26 | 1 | 0 | 12 | -6 | -2.5 | 98
COc1ccc2cc3c(N)nn(C(=O)Cc4ccccc4OC)c3nc2c1 | -7 | 20 | 0 | 3 | 2 | -6 | 14 | nt | -5.0 | 17
COC(=O)Cn1c(C)nc2c(sc3nc(C)cc(C)c32)c1=O | -4 | 88 | -1 | -20 | 9 | -4 | 21 | 11 | -0.5 | 94
Cc1onc(-c2ccccc2Cl)c1C(=O)NCc1ccc(N2CCCC2=O)cc1 | -2 | 107 | 2 | -35 | 4 | -3 | 13 | 13 | -1.9 | 103
Cc1ccc(-c2nnn(Cc3nc4ccccc4s3)n2)cc1 | -9 | 96 | -2 | -10 | 17 | 4 | 13 | nt | -4.9 | 105
CCOC(=O)C(=O)Nc1cc(Cl)ccc1C | 1 | 97 | nt | -32 | -2 | -4 | 13 | nt | -1.2 | 95
CCN(CCCNC(=O)CC1Oc2ccc(C)cc2NC1=O)Cc1ccccc1 (centres undefined) | 15 | 90 | 1 | 2 | 3 | -8 | 3 | 9 | -2.8 | 95
CCOC(=O)c1ccc(CNCc2ccc(C)cc2)cc1 | 1 | 95 | -3 | -10 | 6 | 5 | 6 | nt | -0.9 | 89
CC(C)(C)OC(=O)NCC(=O)N1CCC(C(=O)O)CC1 | -6 | 83 | -2 | -42 | 1 | -14 | 6 | 69* | -1.4 | 90
COC(=O)c1sccc1NC(=O)c1cc(-c2ccc(C)cc2)nc2ccccc12 | 4 | 60 | 2 | -13 | 1 | -19 | 11 | 7 | -2.8 | 69
Cc1cc(=O)c2ccc(Cl)cc2[nH]1 | -8 | 91 | nt | -30 | 1 | 2 | 11 | -19 | -1.3 | 96
Cc1ccccc1CN(c1ccc(C(=O)NCCC2=CCCCC2)cc1)S(C)(=O)=O | -7 | 81 | 3 | -29 | 2 | -7 | 7 | -26 | 0.0 | 86
O=C(NCCO)c1cccc2c1C(=O)c1ccccc1-2 | 3 | 105 | -1 | 6 | 1 | -3 | 4 | -4 | 0.6 | 98
Cc1ccc(-c2ccc(=O)n(CC(=O)NCCN(C)C)n2)cc1 | -2 | 83 | nt | -30 | 2 | -3 | 4 | 2 | -1.7 | 87
COc1cc(C(=O)NCc2ccc3c(c2)OCO3)ccc1OCc1c(C)noc1C | 2 | 93 | -2 | -29 | 4 | -1 | 41 | nt | -3.3 | 88
CCCCOC(=O)Nc1ccc(C(=O)OC)cc1 | -6 | 88 | 0 | -35 | 1 | -34 | 7 | 6 | 1.9 | 95
Cc1ccccc1NC(=O)Cc1nc(CCl)cs1 | 0 | 80 | -2 | -11 | 2 | -4 | 42* | -5 | -4.5 | 74
O=C(CNS(=O)(=O)c1cccs1)N1CCc2ccccc2C1 | -4 | 91 | nt | -17 | 1 | -12 | 25 | -10 | -1.7 | 93
COc1ccc(/C=N/NC(=O)Cn2nnc3ccccc32)cc1OC | -1 | 88 | nt | -26 | 5 | -1 | nt | nt | 0.1 | 93
COc1ccc(/C=N/NC(=O)CN2CCSCC2)c(OC)c1 | 0 | 90 | -3 | 8 | 3 | 6 | 9 | nt | 1.3 | 100
COc1ccc(N2CC(NC(=O)NCCC(C)C)CC2=O)cc1 (centres undefined) | 1 | 99 | nt | -9 | 0 | -2 | 7 | nt | -0.6 | 95
C=C(C)c1cccc(C(C)(C)NC(=O)N2CCN(CC(N)=O)CC2)c1 | -7 | 95 | -3 | 13 | 2 | -6 | 2 | 4 | -1.5 | 96
COc1ccc(C2SCC(=O)N2CC23CC4CC(CC(C4)C2)C3)cc1 (centres undefined) | -3 | 75 | -2 | -73 | 1 | -11 | 23 | -28 | -1.4 | 73
O=C(COC(=O)c1ccccn1)Nc1ccc(S(=O)(=O)N2CCOCC2)cc1 | 12 | 100 | 0 | -38 | -2 | -3 | 5 | -4 | -1.4 | 103
CCN1C2=NCCCN2c2ccccc21 | 5 | 83 | -2 | -52 | 2 | -8 | 6 | 23 | -0.7 | 109
O=S(CCc1ccncc1)Cc1ccccc1 (centres undefined) | 7 | 95 | 1 | -25 | 1 | 1 | 2 | -8 | -0.7 | 100
CCn1c2ccccc2c2nnc(SCC(=O)Nc3ccc4c(c3)OCO4)nc21 | 9 | 98 | 0 | -52 | 1 | -3 | 11 | 9 | -1.2 | 94
O=C(Nc1ccccc1)c1ccc(NCC2CCCO2)c(S(=O)(=O)N2CCOCC2)c1 (centres undefined) | 4 | 99 | nt | -52 | 0 | -3 | 11 | -7 | -2.0 | 94
O=C(O)c1ccc(N=NN2CCCCCC2)cc1 | 2 | 91 | -4 | 12 | 1 | -7 | 22 | 12 | -3.0 | 104
CC(C)CN(C(=O)CCc1ccccc1)c1c(N)n(CC(C)C)c(=O)[nH]c1=O | -3 | 87 | -11 | -54 | 4 | 1 | 4 | -4 | -2.9 | 84
Cn1ncc2c1ncn1nc(COc3ccc4ccccc4c3)nc21 | 12 | 100 | 2 | -29 | 5 | -13 | 3 | nt | 1.3 | 97
COc1ccc(C2C3=C(CC(C)(C)CC3=O)Oc3ncn(CCO)c(=N)c32)cc1OC (centres undefined) | -3 | 114 | -1 | 3 | 2 | -12 | 5 | 5 | 0.0 | 101
Cc1ccc(NC(=O)CCC(=O)NNC(=O)/C=C/C(=O)O)c(C)c1 | -1 | 85 | -5 | -13 | 6 | 1 | 8 | nt | -0.4 | 102
O=C(CCCC(=O)OCC(=O)NC1CCCC1)Nc1ccccn1 | 5 | 85 | -2 | -28 | 1 | -6 | 13 | 6 | -0.5 | 103
COc1ccc(/C(O)=C2\C(=O)C(=O)N(CCN(C)C)C2c2cccc(OC)c2OC)cc1Cl (centres undefined) | 3 | 90 | -1 | -5 | -2 | -4 | 29 | nt | -2.6 | 94
O=C(NCCCCCCNC(=O)NCc1ccco1)NCc1ccco1 | 2 | 109 | nt | -56 | 3 | -5 | 7 | -74 | -1.9 | 117
CCOc1ccc(C(=O)N2CCN(c3ccccc3)CC2)cc1OCC | 8 | 83 | -1 | -4 | 1 | -12 | 22 | -49 | -0.2 | 98
CNC(=O)c1nc(C)n(-c2cc(Cl)ccc2Cl)n1 | -11 | 87 | 1 | -21 | 5 | -3 | 2 | -9 | -0.8 | 90
NCCNc1ccc([N+](=O)[O-])c(Sc2nc3ccccc3[nH]2)c1 | 4 | 66 | 0 | -58 | 1 | -2 | 12 | 11 | -1.8 | 63
Cc1ccc(C(=O)N2CCN(c3cc(=O)[nH]nc3-c3ccccc3)CC2)cc1 | -4 | 90 | nt | -27 | 1 | -16 | 38* | 18 | -2.4 | 97
CCCCN(C)C(=O)c1oc2ccc(S(=O)(=O)N3CCCCCC3)cc2c1C | -2 | 45 | 1 | -23 | 5 | 28 | 0 | -16 | -3.2 | 64
CCc1nnc(NC(=O)C2Cc3ccccc3CN2S(=O)(=O)c2ccc(C)cc2)s1 (centres undefined) | -2 | 65 | nt | -35 | -1 | -1 | 3 | 9 | -1.3 | 72
N#C/C(=C\c1ccc(-c2ccc([N+](=O)[O-])cc2Br)o1)C(=O)N1CCN(c2ccccc2)CC1 | -10 | 82 | -8 | -39 | 2 | -2 | 12 | -25 | -1.1 | 78
COCCn1nnnc1CN1CCN(c2cccc(C(F)(F)F)c2)CC1 | 0 | 87 | 0 | -16 | 2 | -5 | 4 | nt | -1.2 | 92
COc1ccc(N=C2S/C(=C\c3ccco3)C(=O)N2CC(C)C)cc1 | -12 | 94 | 1 | -3 | 0 | -5 | 3 | -37 | -3.0 | 96
CC/C(O)=C(\C#N)c1nnc2n1CCCCC2 | -5 | 90 | nt | -28 | 0 | 13 | 7 | 29 | -1.0 | 90
CCOC(=O)c1sc(NC(=O)c2ccco2)nc1-c1ccccc1 | -2 | 104 | -1 | -61 | 1 | -5 | 12 | 7 | -0.9 | 101
COc1cccc(CNC(=O)C2CCCN(S(=O)(=O)c3cnc[nH]3)C2)c1 (centres undefined) | 7 | 96 | 0 | 7 | 1 | -8 | 28 | nt | -1.3 | 93
C/C=N/NC(=O)c1cc(Br)ccc1O | 16 | 89 | -7 | 21 | 2 | -8 | 5 | nt | -0.1 | 89
CCOC(=O)N1CCC(NC(=O)c2cc(S(=O)(=O)N3CCC4(CC3)OCCO4)ccc2F)CC1 | 1 | 79 | -2 | -18 | -1 | -2 | 2 | nt | -2.4 | 80
Cc1ccc(S(=O)(=O)NCC(=O)N2CCCC2)cc1 | -3 | 95 | -1 | 4 | 3 | -8 | 3 | -19 | -0.7 | 99
CCOC(=O)c1oc2cc(O)c(CC)cc2c(=O)c1-c1ccc2c(c1)OCCO2 | -2 | 86 | -1 | -36 | -2 | -5 | 15 | 10 | -1.9 | 110
